# Source: PubChem BioAssay (several laboratories)
# PG9 binder – binders of HIV-1 gp120 antibody PG9, primary screen, biochemical, TR-FRET | TR-FRET gp120-PG9 antibody binding | actives 0.43% (n = 360,000) | inhibition, % at 6.7 µM; in the data active = inhibition above about 8.5%
# ADAM17 inh – ADAM17 inhibitors, primary screen, biochemical, QFRET. Disintegrin and metalloproteinase domain-containing protein 17 (Homo sapiens), P78536. recombinant ADAM17, EDANS/DABCYL FRET peptide cleavage. inhibition, % at 6.95 µM. actives 0.83% (n = 370,000). AID 720648, 2013;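 active = inhibition above the mean of compounds lying between control limits plus 3 SD, set per campaign, cut at about 8.5% in these data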;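 note: 0% = DMSO-only wells as the low control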
# hcDAF-12 act – H. contortus DAF-12 nuclear receptor activators, primary screen, cell-based, luminescence, HEK293, lit1-tk-luc reporter; HEK293 hcDAF-12 lit1-tk-luc reporter; 0% DMSO, 100% Δ7-dafachronic acid; activation, % at 6.8 µM; AID 652067, 2013; actives 1.4% (n = 370,000);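 active = activation above the mean of all tested compounds plus 3 SD, cut at about 5.5% in these data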;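 note: 100% = response to 3 µM Δ7-dafachronic acid high control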
# SMARCA2 activ – SMARCA2 (BRM) function activators, primary screen, cell-based, luminescence, high throughput | activation, % at 9.1 µM | MG213 cells, MMTV-luciferase reporter, dexamethasone, overnight | actives 1% (n = 370,000); in the data active = activation above about 7.8%;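 note: 0% = vehicle wells and 100% = reference activator wells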
# ADAM10 inh – human ADAM10 inhibitors, primary screen, biochemical, QFRET, HTS; Disintegrin and metalloproteinase domain-containing protein 10 (Homo sapiens), O14672; recombinant ADAM10, EDANS/DABCYL FRET peptide cleavage, 3 h; inhibition, % at 7 µM; actives 0.62% (n = 370,000);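 active = inhibition above a per-campaign cutoff equal to the mean of compounds falling between control-based bounds plus 3 SD, cut at about 20% in these data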;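 note: 0% = DMSO wells while the 100% control is not disclosed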
# FXN GAA850 act – FXN promoter activators, primary screen, cell-based, luciferase luminescence, HEK293 lucGAA850; HEK293 lucGAA850 FXN promoter luciferase reporter, 24 h; percent of 10 µM SAHA response; activation, % at 6 µM; actives 0.56% (n = 360,000); AID 540364, 2011;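 active = activation above the average of all compounds screened plus 3 SD, cutoff fixed separately per campaign, cut at about 7.5% in these data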;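 note: 0% = DMSO wells and 100% = 10 µM SAHA wells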
# DAX1 inh-1 – DAX1 (NR0B1) inhibitors, primary screen, cell-based, HEK293, Gal4-DAX1, luciferase luminescence; HEK293 Gal4-DAX1 luciferase reporter; inhibition, % at 6.75 µM; actives 0.99% (n = 340,000); AID 504766, 2011;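 active = inhibition above the mean over all tested compounds plus 3 SD, cut at about 4.2% in these data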;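 note: 0% = DAX1-transfected cells with DMSO and 100% = empty-vector control cells with DMSO; inhibition shows as a rise in luminescence from relieved DAX1 repression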
# hgDAF12 agonist – H. glycines DAF-12 receptor agonists, primary screen, cell-based, luminescence, HEK293, GAL4 fusion, UAS-luciferase; HEK293 GAL4-hgDAF12 UAS-luciferase reporter, agonist luminescence; normalized to butyrate control; Nuclear hormone receptor DAF-12 (Heterodera glycines), GAL4 fusion; AID 687014, 2013; actives 1.8% (n = 370,000); activation, % at 6.8 µM;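 active = activation above a cutoff set at the mean of all screened compounds plus 3 SD, cut at about 10% in these data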;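 note: 0% = DMSO wells and 100% = sodium butyrate wells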
# GC-A act – GC-A stimulated cGMP production enhancers – HEK293 GC-A cells, cGMP TR-FRET, EC30 ANP, primary screen | 0% at EC30 ANP, 100% saturating ANP | actives 0.14% (n = 370,000) | activation, % at 10 µM; in the data active = activation above about 40%
# Target sequence (P16066 whole entry, looked up): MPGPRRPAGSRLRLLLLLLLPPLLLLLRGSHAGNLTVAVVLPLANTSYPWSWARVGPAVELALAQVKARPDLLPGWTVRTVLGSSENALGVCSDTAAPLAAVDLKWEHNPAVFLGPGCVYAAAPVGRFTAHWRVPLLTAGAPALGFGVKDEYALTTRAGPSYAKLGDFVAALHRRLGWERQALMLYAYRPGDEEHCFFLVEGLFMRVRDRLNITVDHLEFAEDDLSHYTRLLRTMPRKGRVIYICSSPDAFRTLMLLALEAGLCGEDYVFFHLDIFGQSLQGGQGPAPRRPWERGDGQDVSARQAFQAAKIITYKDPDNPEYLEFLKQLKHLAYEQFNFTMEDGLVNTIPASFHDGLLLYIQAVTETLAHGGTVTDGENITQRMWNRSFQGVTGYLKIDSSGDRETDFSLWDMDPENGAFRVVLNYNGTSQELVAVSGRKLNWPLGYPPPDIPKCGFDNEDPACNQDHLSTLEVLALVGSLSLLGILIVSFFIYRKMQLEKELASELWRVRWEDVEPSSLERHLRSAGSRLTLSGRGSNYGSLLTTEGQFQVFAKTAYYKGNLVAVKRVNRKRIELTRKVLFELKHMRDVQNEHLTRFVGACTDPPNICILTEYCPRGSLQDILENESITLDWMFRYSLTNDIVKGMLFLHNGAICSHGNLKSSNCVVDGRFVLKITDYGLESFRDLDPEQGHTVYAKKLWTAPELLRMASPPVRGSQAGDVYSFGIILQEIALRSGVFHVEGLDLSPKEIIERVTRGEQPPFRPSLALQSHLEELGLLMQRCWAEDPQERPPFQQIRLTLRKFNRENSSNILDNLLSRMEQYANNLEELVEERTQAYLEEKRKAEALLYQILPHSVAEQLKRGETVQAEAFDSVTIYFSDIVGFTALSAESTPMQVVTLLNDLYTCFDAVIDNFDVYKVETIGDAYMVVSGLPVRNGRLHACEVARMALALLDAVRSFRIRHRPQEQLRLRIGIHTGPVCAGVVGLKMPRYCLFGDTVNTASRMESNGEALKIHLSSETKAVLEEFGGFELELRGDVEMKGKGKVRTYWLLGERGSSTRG
# DAX1 inh-2 – DAX1 (NR0B1) inhibitors on StAR promoter, primary screen, cell-based, luminescence, SF-1 (NR5A1), full-length DAX-1; HEK293T StAR-luciferase reporter, SF-1/DAX-1 repression relief; inhibition, % at 6.8 µM; actives 1.1% (n = 370,000); AID 652010, 2013;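 active = inhibition above the mean over all tested compounds plus 3 SD, cut at about 3.6% in these data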;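 note: 0% = DAX-1 cells with DMSO and 100% = cells lacking DAX-1 with DMSO; higher inhibition means more luminescence from relief of DAX-1 repression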
# ssDAF12 agonist – S. stercoralis DAF-12 nuclear receptor activators, primary screen, cell-based, luminescence, HEK293, GRIP1 co-expression, lit1-tk-luc; HEK293 ssDAF-12/GRIP1 lit1-tk-luc reporter; % of 3 µM dafachronic acid response; activation, % at 6.8 µM; actives 1% (n = 370,000); Nuclear hormone receptor DAF-12 (Strongyloides stercoralis);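 active = activation above the mean over all tested compounds plus 3 SD, cut at about 0.9% in these data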;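 note: 0% = DMSO-only wells and 100% = 3 µM delta7-dafachronic acid wells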
# Starred values were filed as active, the others as inactive; i = inactive; · = not tested or not shown.
SMILES,PG9 binder,ADAM17 inh,hcDAF-12 act,SMARCA2 activ,ADAM10 inh,FXN GAA850 act,DAX1 inh-1,hgDAF12 agonist,GC-A act,DAX1 inh-2,ssDAF12 agonist
COc1cccc(C(=O)NNC(=O)CCc2ccccc2)c1,-0.3,0,0.3,-2,2,2.3,3.8,-2.0,2,-0.1,-0.8
CC(C)CN(C(=O)CSc1nc(-c2ccccc2)cn1N)c1c(N)n(Cc2ccccc2)c(=O)[nH]c1=O,-0.3,-4,3.4,2,-5,0.9,2.9,1.6,-1,0.0,-0.8
O=S(=O)(NCCc1csc(-c2cccnc2)n1)c1cccs1,-0.1,1,-1.4,-3,-9,0.8,0.4,-2.4,3,-0.1,-0.8
Cc1nnc(NC(=O)CSc2ncnc3scc(-c4ccccc4)c23)s1,-1.4,0,-1.4,-1,0,-2.2,-0.7,-1.5,0,0.1,-1.5
O=C(Nc1ccc(N2CCCCC2)cc1)C(Cl)c1ccccc1 (stereo not given),-1.4,3,5.4,4,1,4.1,2.7,19*,-3,0.7,0.5
COC(=O)C1CN(Cc2cn(Cc3ccc(C)cc3)nn2)CCS(=O)(=O)N1Cc1ccc(C)cc1 (stereo not given),·,6,-1.1,0,9,·,·,-4.1,-4,-1.5,-1.5
CC(=O)Nc1ccc2nsnc2c1,-1.0,-70,0.4,0,-153,0.5,·,1.0,3,-0.8,-1.7
CC1Cc2ccccc2N1C(=O)COC(=O)CNC(=O)c1ccc(Br)o1 (stereo not given),1.2,1,-0.6,-1,-10,0.1,1.1,-0.4,-14,0.5,-1.2
C#CCCCCCCC#CCN(C)C,2.1,-3,-2.3,0,-4,0.9,-1.2,1.4,-5,0.1,-1.1
COC(=O)c1cn(Cc2ccc(C(F)(F)F)cc2)cc(F)c1=O,2.5,1,-1.9,-2,5,-0.9,2.1,-0.6,1,0.1,-1.0
O=C(C1CCC(CNS(=O)(=O)c2cccc3nsnc23)CC1)N1CCN(c2ccccn2)CC1 (stereo not given),-2.5,-1,-1.6,0,-5,0.0,-0.9,-0.3,-1,-0.3,-1.8
COc1ccc(NC(=O)C2(C)CCN2Cc2ccc(OC)c3ccccc23)cc1OC (stereo not given),-3.4,5,-2.9,-2,8,7.7*,·,-3.2,-9,-2.9,-1.9
CSc1nc2ccc(NS(=O)(=O)c3c(Cl)cccc3Cl)cc2s1,-1.3,5,-0.1,-2,0,-0.2,1.7,2.7,2,-0.2,-0.6
CCOc1ccc(NC(=O)CN2C(=O)CSC2=O)cc1,1.6,-2,0.9,-2,-1,0.3,1.2,0.9,1,-0.6,-1.8
O=C(Nc1ccc(F)cc1)Nc1ccccc1N1CCCCC1,-2.2,3,-1.1,-8,11,1.6,2.4,-2.2,-5,-0.3,-1.7
CC12CC3(C)CC(C)(C1)CC(C(=O)NCc1cccnc1)(C2)C3,-1.8,-5,0.0,1,-5,-0.2,0.8,-2.2,1,-0.3,-0.8
CCOC(=O)[C@H]1[C@H]2COc3ccc(C)cc3[C@@H]2N2C(=O)CN(Cc3ccc(OC)cc3)C(=O)[C@@]12C,0.4,-3,0.4,0,-5,-5.3,1.0,-0.8,-1,0.6,-1.7
O=C(O)CCSc1nnc(COc2cccc3ccccc23)n1-c1cccc(Cl)c1,-3.2,4,-0.1,-4,8,1.7,0.8,6.0,-3,0.0,-0.8
COc1ccc(CCN(C)C2CC(=O)N(c3ccccc3)C2=O)cc1OC (stereo not given),-1.1,-3,-1.1,-3,-2,0.0,0.8,-0.5,-1,0.0,-0.9
CC1CCCC(NC(=O)C2CC(=O)N(Cc3ccccc3)C2)C1C (stereo not given),-0.7,1,-0.1,-1,-8,-0.4,0.3,-0.7,1,0.9,-0.5
O=c1[nH]c(C(F)(F)F)nc2c1nc1n2CCC1,-1.3,-1,0.9,3,-12,2.4,-0.2,3.4,1,0.1,-0.5
CCOc1ccc(CCNC(=O)COC(=O)c2cccnc2OCC)cc1OCC,3.3,-5,-1.2,2,-2,1.4,-0.9,-0.2,-2,-1.9,-1.6
Cc1ccc(/C=C(\C#N)C(=O)NCCN2CCOCC2)cc1,-0.7,-3,-2.1,-4,-13,3.3,0.3,0.4,1,-0.1,-1.2
COC(=O)C1=C(O)/C(=C/c2cccc(OC)c2O)N=C1C,-18,0,-0.3,3,8,6.4,1.9,3.6,-4,0.3,-0.6

# By substructure, the entries above with fluorine
SMILES,PG9 binder,ADAM17 inh,hcDAF-12 act,SMARCA2 activ,ADAM10 inh,FXN GAA850 act,DAX1 inh-1,hgDAF12 agonist,GC-A act,DAX1 inh-2,ssDAF12 agonist
COC(=O)c1cn(Cc2ccc(C(F)(F)F)cc2)cc(F)c1=O,2.5,1,-1.9,-2,5,-0.9,2.1,-0.6,1,0.1,-1.0
O=C(Nc1ccc(F)cc1)Nc1ccccc1N1CCCCC1,-2.2,3,-1.1,-8,11,1.6,2.4,-2.2,-5,-0.3,-1.7
O=c1[nH]c(C(F)(F)F)nc2c1nc1n2CCC1,-1.3,-1,0.9,3,-12,2.4,-0.2,3.4,1,0.1,-0.5

# Continued.
SMILES,PG9 binder,ADAM17 inh,hcDAF-12 act,SMARCA2 activ,ADAM10 inh,FXN GAA850 act,DAX1 inh-1,hgDAF12 agonist,GC-A act,DAX1 inh-2,ssDAF12 agonist
COc1cc(OC)c2c(-c3cccc(-c4ccc(OC)c(F)c4)c3)cc(=O)oc2c1,-1.2,-4,0.2,2,-5,-1.9,-0.9,-5.8,-1,3.5,0.0
Cc1ccc(C2NC(=O)c3n[nH]c(C(C)C)c32)cc1 (stereo not given),-2.4,3,-0.3,0,-1,·,·,-1.1,10,-0.2,-1.5
CSc1nnc(C)c(=O)n1COC(=O)/C=C/c1ccccc1,0.9,2,1.2,2,8,0.6,-0.3,-3.4,-3,0.1,-1.3
O=C(CCCOc1ccccc1)Nc1ccc(S(=O)(=O)N2CCOCC2)cc1,0.0,4,-0.3,0,13,-1.5,-1.6,0.2,-6,1.4,-1.1
CC1CCc2c(sc3nc(CN4CCOCC4)nc(N4CCc5ccccc5C4)c23)C1 (stereo not given),-0.6,-7,-1.6,-2,-15,-2.4,1.1,-1.3,0,-0.6,-1.5
COC(=O)c1c(NC(=O)CN2C(=O)C(=O)N(CC(C)C)C2=O)sc(C)c1C,0.8,-1,-0.4,-1,-5,2.4,-0.2,-2.5,0,0.3,-1.0
Cc1nc2ncnn2c(C)c1CCC(=O)N1CCN(C(=O)c2ccco2)CC1,0.0,-8,-1.9,-3,-1,1.3,-0.8,3.0,5,-0.4,-1.2
Oc1ccc(N2CCN(c3ncnc4sc(-c5ccccc5)cc34)CC2)cc1,3.2,8,-3.3,-4,9,1.0,-0.6,-2.7,4,-2.3,-2.5
Cc1ccc(C2(C)NC(=O)N(CC(=O)NCc3cccs3)C2=O)cc1 (stereo not given),-1.4,-2,-0.3,-1,8,-0.3,0.1,-1.1,-2,-0.3,-0.9
CCN(CC)S(=O)(=O)c1ccc(/C=C/C(=O)O)cc1,1.1,3,-0.7,-3,6,0.8,0.3,-1.9,1,0.4,-0.9
O=C(OCc1ccccc1)N1CCC2CC1c1c2cccc1N1CCOCC1 (stereo not given),-1.3,5,-2.0,-6,-9,·,·,-3.2,-5,-1.0,-0.8
O=c1cc(-c2ccsc2)oc2ccccc12,-1.7,-14,0.4,5,-55,4.9,1.4,6.2,0,1.0,-1.2
COc1cccc2cc(C(C)OC(=O)Nc3ccc(C)cc3)oc12 (stereo not given),1.1,6,-0.5,0,11,4.6,-0.7,1.6,-1,-0.2,-0.9
Cc1cccn2c(=O)c3cc(C(=O)NCc4ccc(F)cc4)c(=N)n(CC4CCCO4)c3nc12 (stereo not given),1.3,i,3.0,-2,i,0.8,-0.2,-1.0,8,-1.1,-0.5
Nn1c(SCC(=O)N2CCOCC2)nnc1-c1n[nH]c2c1CCC2,·,0,-0.3,4,-1,·,·,5.5,0,0.3,-0.8
Cc1[nH]c(C)c(S(=O)(=O)Nc2ccc(OC(F)(F)F)cc2)c1C(=O)N1CCCCC1,-0.5,0,-1.5,-3,10,0.2,0.0,-1.9,2,-0.6,-1.7
Cc1cccc(NNC(=S)Nc2ccccc2)c1,0.7,-2,11*,0,-13,0.5,1.1,3.3,1,0.6,0.3
CSc1nnc(-c2ccccc2)n1N,-1.7,0,-1.6,0,2,-0.8,1.8,0.1,2,0.2,-0.5
Cc1cccc2cc(C#N)c(N3CCCC3)nc12,-1.2,-20,-2.4,-1,-53,3.5,0.2,2.0,-10,-0.3,-0.9
CCn1c(SC)nnc1-c1nnc(SC)n1CC,-2.1,1,-1.4,0,5,-0.8,2.0,0.1,1,0.5,-1.1
CCCCn1c(SCC(=O)Nc2cccc(C)n2)nnc1-c1ccco1,-1.1,-2,-0.5,-1,-2,0.8,0.1,-2.0,-7,-0.9,-0.4
Cc1sc2c(=O)n3c(nc2c1C(=O)NCCCN1CCOCC1)CCCCC3,-0.6,-3,-0.1,3,-1,1.4,0.5,-1.2,5,-0.3,-1.4
Cc1ccc(-c2csc3ncn(-n4c(C)ccc4C)c(=O)c23)o1,0.6,-3,-0.5,0,-7,0.0,-0.5,-1.2,4,-0.3,-1.2
O=C1CC(N2CCN(Cc3ccccc3)CC2)C(=O)N1c1ccccc1 (stereo not given),-0.4,5,-0.4,-4,11,0.5,0.7,3.4,7,0.0,-0.9
Cc1ccc(C2Cc3cc(O)c(O)cc3CN2)cc1 (stereo not given),-4.0,-1,-0.7,3,-1,0.6,·,-0.2,-1,0.3,-1.1
C/C(CC(=O)Nc1ccc(N(C)C)cc1)=N\NC(=O)C(=O)NCc1ccccc1,-4.3,4,-1.1,-2,9,0.0,1.0,-0.9,-12,-0.3,-1.2
COc1ccccc1-c1nc(C#N)c(N2CC(C)CC(C)C2)o1 (stereo not given),0.6,-86,-2.7,-2,-268,-0.6,-0.6,2.3,-4,0.4,-1.2
COc1ccc(Cl)cc1N1Cc2ccccc2C1,2.0,-4,0.0,-2,1,1.6,1.6,-1.6,-6,-0.8,0.2
COc1cccc(-c2cc(C(=O)Nc3cc(C)n(Cc4ccc(Cl)cc4)n3)no2)c1,-0.8,-1,-1.6,-5,2,-2.7,0.4,-3.4,1,-1.1,-1.2
CN(NC(=O)c1ccc(Cl)cc1Cl)C1=NS(=O)(=O)c2ccccc21,-3.3,1,2.0,-1,-5,-0.2,0.4,-1.5,2,-2.4,-1.3
